Screens: PubChem, several laboratories
PPC-1+TRAIL kill = PPC-1 cancer cell killing with TRAIL present; hit rate 0.41% among 220,000; AID 1443; cell killing (% activity), % at 4 µM; PPC-1 cells + TRAIL, ATPLite viability luminescence;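 active means cell killing above 50% in the first pass at 4 µM, then a duplicate retest at 5 µM averaging 50% or more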;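 further: plate controls were cells with TRAIL plus DMSO for no effect and medium-only wells lacking cells for full effect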
FXIa inh = blocks human coagulation factor XIa protease activity. P03951. purified FXIa, Boc-Glu-Ala-Arg-AMC fluorogenic substrate. inhibition, % at 5 µM. hit rate 0.14% among 220,000. AID 798;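 active means inhibition of at least 40%; inactive means inhibition below 40%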;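 further: fluorescence of freed AMC excited at 355 nm; 0% = enzyme without compound and 100% = no enzyme blank; many of its hits are not listed in these tables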
Target sequence (P03951 19-387 limits assumed): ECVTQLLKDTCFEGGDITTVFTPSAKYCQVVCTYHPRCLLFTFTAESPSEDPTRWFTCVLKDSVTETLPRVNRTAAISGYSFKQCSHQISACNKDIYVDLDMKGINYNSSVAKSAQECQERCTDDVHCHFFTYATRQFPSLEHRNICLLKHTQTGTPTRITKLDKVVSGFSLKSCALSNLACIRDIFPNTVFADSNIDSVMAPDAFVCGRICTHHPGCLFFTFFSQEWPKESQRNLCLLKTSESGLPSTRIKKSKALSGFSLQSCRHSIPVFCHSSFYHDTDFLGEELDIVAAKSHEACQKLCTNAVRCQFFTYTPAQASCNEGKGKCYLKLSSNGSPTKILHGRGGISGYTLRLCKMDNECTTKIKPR
Target sequence (P03951 388-625 limits assumed): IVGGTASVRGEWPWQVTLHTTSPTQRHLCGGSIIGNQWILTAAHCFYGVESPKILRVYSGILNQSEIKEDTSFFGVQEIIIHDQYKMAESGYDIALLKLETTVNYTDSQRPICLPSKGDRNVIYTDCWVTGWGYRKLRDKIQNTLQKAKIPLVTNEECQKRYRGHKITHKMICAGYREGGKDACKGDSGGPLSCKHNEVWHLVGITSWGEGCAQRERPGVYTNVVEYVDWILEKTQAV
zVAD death inh = blocks zVAD induced death of L929 cells; L929 zVAD necroptosis rescue, ATP luminescence, 24 h; with zVAD 60 µM; viability rescue, % at 10 µM; hit rate 0.38% among 220,000; AID 1377;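 active means activation, scaled between plate controls, above about 75%, limit read from the data; inactive means activation under that limit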;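 further: 0% = zVAD with DMSO and 100% = DMSO alone without zVAD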
Tb hexokinase = T. brucei hexokinase 1 inhibition; recombinant TbHK1, G6PDH-coupled NADH A340; inhibition, % at 10 µM; hit rate 0.11% among 220,000; AID 1430;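 active means inhibition of 50% or more in the single-dose primary screen; inactive means inhibition below 50%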
Wee1 degr inh = human Wee1 degradation inhibition, primary screen | P30291 | HeLa Luc-Wee1K328M stability, luciferase luminescence; 100% = proteasome inhibitor MG132 effect | reporter increase, % at 5 µM | hit rate 1.2% among 220,000 | AID 1321;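 active means activation above the mean of all tested compounds plus 3 SD, set per screening run, cut at about 8.8% in these data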;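 further: cells exposed to compound for 20 h before luminescence read; 0% = DMSO alone and 100% = MG132 at 30 µM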
PGE2 EP2 inh = EP2 receptor (human) inhibition | AID 1422 | hit rate 0.52% among 260,000 | inhibition, % at 25 µM | P43116 | C6 glioma cells expressing human EP2, cAMP TR-FRET; cells stimulated with saturating PGE2;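 active means percent inhibition above 40 after rounding to a whole number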;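 further: rat C6 glioma host cells with rolipram phosphodiesterase inhibitor present; the protocol text gives 20 µM as final concentration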
Target sequence (P43116 whole entry, looked up): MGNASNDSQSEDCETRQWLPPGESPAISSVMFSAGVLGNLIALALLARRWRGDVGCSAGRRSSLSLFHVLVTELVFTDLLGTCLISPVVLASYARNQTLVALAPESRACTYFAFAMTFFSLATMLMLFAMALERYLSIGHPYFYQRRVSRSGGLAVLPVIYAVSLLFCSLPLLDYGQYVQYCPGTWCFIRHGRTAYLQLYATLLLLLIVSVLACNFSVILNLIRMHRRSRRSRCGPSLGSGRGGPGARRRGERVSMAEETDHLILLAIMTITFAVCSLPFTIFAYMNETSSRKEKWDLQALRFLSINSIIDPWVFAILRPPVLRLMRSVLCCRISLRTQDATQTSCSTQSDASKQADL
TNF death inh = blocks TNF-alpha induced death of Jurkat FADD-/- cells; Jurkat FADD-/- TNF necroptosis rescue, ATP luminescence, 24 h; 0 = TNF only, 100 = no-TNF cells; activation (protection from cell death), % at 10 µM; hit rate 0.068% among 220,000; AID 463075;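 active means activation, meaning protection from cell death, of at least 50% relative to plate controls; inactive means activation below 50%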;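 further: necroptosis triggered by 40 ng/mL TNF-alpha added together with compound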
FXIIa inh 1536 = blocks human coagulation factor XIIa protease activity; P00748; purified FXIIa, Boc-QGR-AMC fluorogenic substrate, 2 h; inhibition, % at 5 µM; hit rate 0.3% among 220,000; in the data active means inhibition above about 40%;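 further: 0% = enzyme with no compound and 100% = blank without enzyme; many of its hits are not listed in these tables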
CHOP inh = CHOP inhibition in unfolded protein response. CHO-K1 CHOP-promoter luciferase, tunicamycin-induced, 15-18 h. hit rate 3.8% among 220,000. inhibition, % at 10 µM;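 active means compounds that reduced the stress-induced luciferase reporter signal by more than about 70% of percent inhibition, limit read from the data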;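 further: 0% = tunicamycin plus vehicle and 100% = wells without tunicamycin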
The depositor's hits bear a star; . = not tested or not shown; & = joins results of further samples. The list is partial; rates above refer to the full screens.

SMILES	PPC-1+TRAIL kill	FXIa inh	zVAD death inh	Tb hexokinase	Wee1 degr inh	PGE2 EP2 inh	TNF death inh	FXIIa inh 1536	CHOP inh
Cc1cc(NC(=O)CCN2C(=O)/C(=C/c3ccccc3Cl)SC2=S)no1	9	24	1.1	-3	2	6	1.5	22	24
Cc1csc(NC(=O)c2cccc(S(=O)(=O)N3CCN(C)CC3)c2)n1	20	0	1.8	-11	3	3	0.0	10	-3
CCOc1ccc(CN(C)CC(=O)Nc2ccc3c(c2)CCC3)cc1OC	41	-1	1.3	-11	-3	6	2.5	13	8
COc1ccc2c(=O)c(-c3cnn(-c4ccccc4)c3)c(C)oc2c1	-5	-2	0.6	-11	0	16	-4.4	2	7
CCc1cc(=S)n2c([nH]c3ccccc32)c1C#N	-8	-1	1.4	16	2	7	-0.4	10	20
CCN(CC)CCn1c(NCc2ccccn2)nc2ccccc21	22	2	-0.8	-2	-1	3	0.3	12	8
COCCNC(=S)NC1CC2CCCC(C1)N2Cc1cccs1 (stereo not given)	18	2	0.1	8	-4	2	-1.4	15	11
C=C1CCC(C)C(C)(CCC2=CCOC2=O)C/C=C\C=C/1C(=O)O (stereo not given)	6	0	0.0	-2	.	12	-0.1	5	3
Cc1ccc(C2=NOC3(CC(=O)N(c4ccc(C)cc4)C3=O)C2)cc1 (stereo not given)	-15	0	0.6	1	1	13	2.1	5	-1
CC(C)n1c(=S)[nH]c2scc(-c3cccs3)c2c1=O	-13	8	-0.2	24	9.1*	71*	-13	11	-12
C=CCC(C#Cc1ccccc1)N(C)C (stereo not given)	18	4	-0.2	32	2	5	1.1	17	-14
Cc1cn(C)c(=O)n(C)c1=O	10	6	-0.3	-3	3	13	-1.0	11	-6
C=C1CCN([C@@H](C)C(=O)NCc2cc(OC)c(OC)c(OC)c2)S(=O)(=O)c2ccccc21	11	-6	-0.2	-5	.	11	1.0	4	-18
Cc1cc(N2C(=O)CCC2=O)ccc1NC(=O)c1cccs1	-16	5	-0.9	12	0	14	-0.8	13	20
CCc1c(C)nc2ncnn2c1N1CCCC(C(=O)Nc2cc(F)ccc2C)C1 (stereo not given)	5	-5	-0.1	-16	-1	13	1.1	6	10

One compound at a time (already shown). Order of values: PPC-1+TRAIL kill | FXIa inh | zVAD death inh | Tb hexokinase | Wee1 degr inh | PGE2 EP2 inh | TNF death inh | FXIIa inh 1536 | CHOP inh
Cc1csc(NC(=O)c2cccc(S(=O)(=O)N3CCN(C)CC3)c2)n1 as listed: 20 | 0 | 1.8 | -11 | 3 | 3 | 0.0 | 10 | -3
CCN(CC)CCn1c(NCc2ccccn2)nc2ccccc21 as listed: 22 | 2 | -0.8 | -2 | -1 | 3 | 0.3 | 12 | 8
Cc1ccc(C2=NOC3(CC(=O)N(c4ccc(C)cc4)C3=O)C2)cc1 (stereo not given) as listed: -15 | 0 | 0.6 | 1 | 1 | 13 | 2.1 | 5 | -1
COc1ccc2c(=O)c(-c3cnn(-c4ccccc4)c3)c(C)oc2c1 as listed: -5 | -2 | 0.6 | -11 | 0 | 16 | -4.4 | 2 | 7
C=C1CCC(C)C(C)(CCC2=CCOC2=O)C/C=C\C=C/1C(=O)O (stereo not given) as listed: 6 | 0 | 0.0 | -2 | . | 12 | -0.1 | 5 | 3

The list continues:
SMILES	PPC-1+TRAIL kill	FXIa inh	zVAD death inh	Tb hexokinase	Wee1 degr inh	PGE2 EP2 inh	TNF death inh	FXIIa inh 1536	CHOP inh
CC(=O)N1CCN(c2ccccc2NC(=O)Cc2ccc(Cl)cc2)CC1	2	-9	0.3	2	3	4	1.0	-6	-8
CCN(CC)C(=S)NC(=O)C12CC3CC(CC(C3)C1)C2	6	1	2.8	0	-1	11	0.0	6	9
Cc1c(C(=O)NC2CCCc3ccccc32)oc2ccc(S(=O)(=O)N3CCOCC3)cc12 (stereo not given)	7	6	-0.5	-9	0	12	-9.4	14	-6
COc1cc(Cl)c(CC(=O)c2c[nH]c3ccccc23)cc1OC	-10	-6	0.6	-9	-1	14&11	-0.2	9	36
O=C(NCCc1csc(-c2cccnc2)n1)c1ccc(Cl)cc1	25	-5	1.2	-8	-2	9	0.5	5	14
COc1ccccc1NC(=S)NCc1ccc2c(c1)OCO2	8	7	-1.4	-1	-1	3	-2.7	8	-14
O=C(COc1ccccc1)Nc1ccc(S(=O)(=O)N2CCCC2)cc1	7	-2	0.1	-8	7	12	1.2	4	-11
CCOc1ccc(C(=O)NCC(=O)OCC(=O)Nc2cccc(S(=O)(=O)N3CCCC3)c2)cc1	15	2	0.3	-6	6	12	0.0	9	-6
Cc1nc2ccccc2c(=O)n1/N=C/c1ccco1	36	-2	3.1	-2	8	10	0.1	.	14
COc1ccc(CCNC(=O)CSc2nc(O)c(C(C)C)c(=O)[nH]2)cc1OC	24	1	-0.4	-5	-4	8	-1.6	10	-2
COc1ccc(-c2nn(-c3ccccc3C)cc2CNC(C)Cn2cncn2)cc1F (stereo not given)	3	-1	1.1	4	-3	5	0.5	6	-6
C/C(=N\Nc1ccc(S(=O)(=O)Nc2ccccc2)cc1[N+](=O)[O-])c1ccncc1	5	-1	0.7	-5	-2	6	-3.8	6	43
Cc1ccc(OCC(=O)Nc2cnn(CCCC(=O)O)c2)c([N+](=O)[O-])c1	3	-4	1.7	-14	1	4	1.4	-2	22
OC1(C(F)(F)F)CC(c2ccc3ccccc3c2)=NO1 (stereo not given)	3	-3	0.8	-17	2	8	-0.8	6	-6
CCCCC(=O)Nc1ccc2c(c1)oc1ccccc12	17	2	9.9	0	2	10	3.5	10	-15
CNc1nc(C)cc(C)c1S(=O)(=O)c1ccc(Cl)cc1	13	-13	0.0	-6	-3	4	-2.4	12	56
CCOC(=O)c1csc(NC(=O)c2ccc(OC)c(OC)c2)n1	12	0	1.1	-4	1	8	0.8	-7	-30
CC(=O)NC(CCS(C)(=O)=O)C(=O)Nc1ccc(F)cc1Cl (stereo not given)	5	-3	0.2	7	1	.	0.7	4	16
COc1ccc(C(=O)N=c2sc3c(C)ccc(OC)c3n2C)cc1	23	17	-0.5	-23	-1	13	-3.6	19	-2
CC(C)(C)NC(=O)NC(=O)COC(=O)c1ccc2c(c1)S(=O)(=O)N=C1CCCCCN12	-8	4	0.4	-24	-1	6	1.2	13	-1
CCOC(=O)COc1nc(C)cc(C(F)(F)F)c1C#N	-6	2	0.9	-25	8.9*	6	2.2	-1	17
CCOP(=O)(OCC)c1nc(-c2cccc3ccccc23)oc1N1CCCCC1	-3	-15	2.1	-13	-4	7	1.5	-46	5
COc1ccc(/C=N/NC(=O)C[n+]2ccccc2)c(OC)c1	-1	-4	1.7	-21	0	7	-0.1	4	-5
Cc1ccccc1NC(=O)C1C2CC/C=C\CCC21 (stereo not given)	-14	8	2.1	-3	-1	5	1.8	10	31
O=C1CSC(c2ccccc2Cl)N1 (stereo not given)	.	9	-1.2	8	-1	6	-0.8	11	-10
COc1ccccc1NC(NC(=O)c1ccco1)C(=O)c1ccccc1 (stereo not given)	4	2	-0.3	5	-2	15	1.2	10	2
CCOc1ccc(CN(C)CC(=O)Nc2cc(OC)c([N+](=O)[O-])cc2C)cc1	14	8	0.3	-6	-3	8	0.9	6	15
CCOC(=O)CSc1nnc(CSc2nc3ccccc3c(=O)[nH]2)n1-c1ccccc1	-20	-1	0.0	1	3	10	-1.3	2	-7
CCOc1c2ccc(C(=O)NCc3ccc(OC(F)(F)F)cc3)cc2nn1C	21	-5	0.3	-3	2	10	-0.9	3	5
COc1cccc(Cn2c(=O)sc3ccccc3c2=O)c1	22	-2	-1.4	0	5	1	-0.3	2	9
CC1=CC(C)(C)Nc2ccc(OC(=O)CN3C(=O)C4CCCCC4C3=O)cc21 (stereo not given)	1	-4	1.3	-6	-1	8	-23	-9	50
CN(C)c1oc(COc2ccc(F)cc2)nc1C#N	-21	8	.	-9	-1	7	1.7	13	-4
CCN(CC)C(=O)CSc1nnc(-c2cc(-c3ccc(Cl)cc3)nc3ccccc23)o1	32	9	0.9	-11	3	10	0.6	10	34
Cc1cc(C)c(S(=O)(=O)n2ccc(-c3ccc(OCCN(C)c4ccccn4)cc3)n2)c(C)c1	24	6	-0.3	-5	-1	6	-1.5	9	27
Cc1ccc(C2CC(=O)c3cnc(NC(=O)c4ccco4)nc3C2)cc1 (stereo not given)	26	2	0.9	1	0	8	-4.6	-5	27
COc1ccc(NC(=O)CC2C(=O)OCC3CCCCN32)cc1Cl (stereo not given)	10	5	-0.2	1	2	11	1.6	12	16
Cn1c(NC(=O)CC2CCCCC2)cc(=O)n(C)c1=O	-12	4	0.3	-3	.	11	1.6	13	2
CC(=O)c1ccc(OCCCC(=O)n2nnc3ccccc32)cc1	5	-9	-0.5	5	-1	10	-2.5	19	33
COc1ccccc1NC(=O)Nc1nnc(CC(=O)Nc2ccccc2C)s1	17	-6	2.0	-1	6	2	1.3	8	31
COc1ccc(NC(=O)COc2ccc(/C=N/O)cc2OC)cc1	12	2	7.5	-1	1	6	0.2	2	4
O=C(/C=C/c1ccco1)NC(=S)NNC(=O)c1ccco1	2	5	-0.1	-53	0	7	-0.4	9	29
CCN(CC)CCC(=O)c1ccc(F)cc1	11	6	-1.3	1	-2	18	1.4	5	40
Cc1cc(C)c(OCC(=O)Nc2nc3ccccc3[nH]2)c(C)c1	2	-9	-0.1	0	1	10	0.5	3	10
Cc1cccc(Cn2c(NCCO)nc3c2c(=O)n(C)c(=O)n3C)c1	12	5	0.2	3	1	8	-11	15	.
O=C(NCc1cc(C(F)(F)F)cc(C(F)(F)F)c1)C1CC(c2cccc([N+](=O)[O-])c2)=NO1 (stereo not given)	15	6	1.4	-2	1	16	0.3	8	16
Cc1ccc2cc(CCNC(=O)C(=O)c3c(C)[nH]c4ccccc34)c(=O)[nH]c2c1	-6	-3	1.8	-20	1	10	0.3	3	-8
Clc1ccc(CCNc2ncnc3nc[nH]c23)cc1	5	0	2.6	1	-2	11	-8.9	5	.
COc1cccc(C(=O)NC(=S)Nc2cccnc2)c1	11	2	-0.3	-6	4	12	1.3	7	-18
CCC1SC2=NC(C)=C(C(=O)OCCOC)C(c3ccc(C(=O)OC)cc3)N2C1=O (stereo not given)	11	13	-0.3	-14	-1	6	-0.4	0	12
CN(C)CCOC(c1ccccc1)c1ccccc1	27&7	2	-0.5	4	-4&0	7&16&5	2.2	5	8&0&43
CCCCOC(=O)C1C2C=C[C@]3(CN(C(C)c4ccc(OC)cc4)C(=O)[C@H]13)O2 (stereo not given in full)	5	-15	-0.2	1	-2	9	-1.7	27	9
CCc1nnc(NC(=O)CSc2nc3c(cc2C#N)CCCC3)s1	-35	1	0.0	2	4	23	2.5	3	6
Cc1cc(C(F)F)n2nc(C(=O)Nc3ccccc3Br)nc2n1	4	0	0.2	-10	2	13&13	-1.7	16	7
COc1ccccc1C(=O)N1CCN(Cc2nc(CC3CC3)no2)CC1	-8	-6	0.9	-6	-4	7	1.2	-2	8
CCOc1ccccc1NC(=O)CN(Cc1ccccc1)S(C)(=O)=O	12	5	-0.8	3	0	7	-1.7	9	17
Cc1ccc(-c2noc(CN3CCN(Cc4ccccc4)CC3)n2)cc1	10	6	0.1	1	0	8	1.0	17	38
O=C(O)CSCc1c(F)cccc1Cl	23	3	1.6	0	1	10	-1.6	11	16
COC(=O)Nc1ccc(S(=O)(=O)NCCCCCC(=O)O)cc1	6	-2	5.0	-8	-1	15	-0.1	8	-9
O=C(CCc1nnc(-c2ccc(-c3ccccc3)cc2)o1)NCCc1ccccn1	13	-4	3.7	-5	4	13	0.6	2	54
COc1cc(C2C(C#N)=C(N)Oc3n[nH]c(-c4cccnc4)c32)ccc1OCC(N)=O (stereo not given)	-3	-4	-0.2	1	1	9	1.8	4	22
Cc1cc(C)n2nc(SCc3cc(=O)n4ccccc4n3)nc2n1	.	.	0.0	-17	-2	.	-0.8	.	.
